NALP1 yeast inh = NALP1 inhibition; S. cerevisiae NALP1/ASC/caspase-1 growth, X-gal OD620, 72 h; inhibition, % at 10 µM; 280,000 compounds, 0.61% hits; AID 2071; in the data active = inhibition mostly above about 24%, no sharp cut-off; inactive = mostly below about 32%; also: some compounds called inactive have numbers as strong as hits
MEKK3 PB1 HTS = MEKK3-MEK5 PB1 interaction, increase or decrease. bead-based flow cytometry, Alexa488-MEK5 binding to MEKK3; actives lie on both sides; 0 = blocked by unlabeled MEK5, 100 = vehicle. binding response (% of control), % at 10 µM. 290,000 compounds, 1.4% hits;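 active = binding response more than 3 SD above or below the average of its plate-row segment, actives on both sides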;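 also: Alexa488 bead fluorescence after subtracting the streptavidin-only scavenger bead signal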
GPR7 antagonist = antagonists of human GPR7 (neuropeptides B/W receptor 1). P48145. GPR7-expressing cells, fluorescence antagonist assay. inhibition, % at 4.4 µM. 290,000 compounds, 1.1% hits; in the data active = inhibition above about 16%, passing the limit was not always enough;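 also: cells stimulated with the agonist NPW; 0% = agonist with vehicle and 100% = vehicle without agonist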
Target sequence (P48145 whole entry, looked up): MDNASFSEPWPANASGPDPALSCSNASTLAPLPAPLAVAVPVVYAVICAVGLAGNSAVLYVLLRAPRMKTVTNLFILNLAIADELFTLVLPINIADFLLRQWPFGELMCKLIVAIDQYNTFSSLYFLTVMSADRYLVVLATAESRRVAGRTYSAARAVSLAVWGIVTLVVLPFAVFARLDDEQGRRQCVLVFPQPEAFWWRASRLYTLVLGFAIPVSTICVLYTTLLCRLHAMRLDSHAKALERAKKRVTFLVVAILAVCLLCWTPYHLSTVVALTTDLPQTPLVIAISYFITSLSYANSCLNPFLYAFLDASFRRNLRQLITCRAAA
PHOSPHO1 inh = PHOSPHO1 (human) inhibition; AID 1565; 290,000 compounds, 1.1% hits; inhibition, % at 13.3 µM; recombinant PHOSPHO1, absorbance phosphatase assay; in the data active = inhibition above about 60%
Target sequence (Q8TCT1 whole entry, looked up): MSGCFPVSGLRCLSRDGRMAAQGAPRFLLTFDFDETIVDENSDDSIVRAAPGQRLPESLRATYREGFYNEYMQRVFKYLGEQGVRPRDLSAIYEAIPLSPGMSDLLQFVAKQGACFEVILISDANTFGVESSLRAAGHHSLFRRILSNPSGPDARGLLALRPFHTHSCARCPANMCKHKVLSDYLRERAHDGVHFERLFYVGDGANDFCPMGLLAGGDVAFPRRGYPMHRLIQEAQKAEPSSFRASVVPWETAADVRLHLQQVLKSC
MEKK2 WT-MEK5 = raises or lowers MEK5 binding to wildtype human MEKK2 PB1 domain. bead flow cytometry, Alexa488-MEK5 binding to MEKK2 WT; actives lie on both sides. binding response (% of control), % at 10 µM. 290,000 compounds, 1.1% hits. AID 1531; in the data active = binding response below about 67% or above about 130%
V1aR counter = counter-screen for oxytocin receptor agonists: human V1a receptor agonists; P37288; CHO-V1R cells, Fluo-8 calcium fluorescence, agonist mode; 0% DMSO, 100% 3 nM vasopressin; activation, % at 3 µM; 320,000 compounds, 0.25% hits; AID 2797;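 active = activation above the mean activation of all tested compounds plus 3 SD, per screening run, cut at about 20% in these data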;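 also: signal is peak over basal fluorescence ratio across a 100 second FLIPR read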
Target sequence (P37288 whole entry, looked up): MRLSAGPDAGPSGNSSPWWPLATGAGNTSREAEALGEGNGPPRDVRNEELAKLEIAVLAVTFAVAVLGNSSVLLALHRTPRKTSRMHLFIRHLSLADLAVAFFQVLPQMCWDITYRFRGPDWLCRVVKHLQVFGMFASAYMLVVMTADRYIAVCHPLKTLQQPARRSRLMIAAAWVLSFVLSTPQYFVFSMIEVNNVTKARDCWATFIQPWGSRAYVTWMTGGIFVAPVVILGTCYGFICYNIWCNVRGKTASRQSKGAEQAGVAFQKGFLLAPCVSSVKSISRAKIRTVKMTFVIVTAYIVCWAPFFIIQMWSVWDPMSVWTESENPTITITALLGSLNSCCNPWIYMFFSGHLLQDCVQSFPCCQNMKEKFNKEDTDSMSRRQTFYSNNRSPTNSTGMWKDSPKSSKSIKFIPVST
GalR3 antagonist = human GalR3 antagonism. O60755. HEK293 GalR3-CNG cAMP membrane potential fluorescence; galR3 body fused to GalR1 C-terminus. inhibition, % at 3 µM. 360,000 compounds, 0.44% hits. AID 651719;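 active = inhibition above the screen-wide average plus 3 SD, cut at about 13% in these data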;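 also: forskolin and galanin both at EC90 stimulate the cells; cAMP rise reported by CNG channel membrane potential dye signal; 0% = forskolin plus galanin with DMSO and 100% = forskolin alone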
MEKK2mut PB1 HTS = signal of MEK5 binding to mutant human MEKK2 PB1 domain; bead flow cytometry, Alexa488-MEK5 binding to MEKK2 mutant; percent response, % at 10 µM; 290,000 compounds, 0.35% hits; in the data active = percent response above about 24%, passing the limit was not always enough; also: inactives centre near 1; some results filed as inactive read as strong as hits; reference of the scale not given here
OXTR ag = agonists of human oxytocin receptor; P30559; CHO-OTR cells, Fluo-8 calcium fluorescence; normalized: DMSO 0%, oxytocin 100%; activation, % at 3 µM; 320,000 compounds, 0.32% hits;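 active = activation above the mean of all tested compounds plus 3 SD, cutoff set per screening run, cut at about 20% in these data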;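 also: peak over basal fluorescence ratio from a 100 s FLIPR kinetic read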
Active calls of the source: *; nt = not tested or not shown; [ ] = dose if it differs, or a comment.

1: CSCC[C@H](NC(=O)[C@H](Cc1ccccc1)n1c(=O)[nH]c2ccccc2c1=O)C(=O)N1CCC(C(=O)O)CC1
2: O=C(COC(=O)CCc1ccccc1)Nc1ncc(Cl)cc1Cl
3: CCOC(=O)c1cnc(SCCN2CCOCC2)nc1N
4: CCOc1ccc(NC(=O)c2ccc(N3CC4CC(C3)c3cccc(=O)n3C4)c(NC(=O)c3ccncc3)c2)cc1 (configuration not stated)
5: Cc1ccc(CNc2nnnn2C)cc1
6: CNC(=O)CO/N=C/c1ccc(N(C)C)cc1

Assay by compound	1	2	3	4	5	6
OXTR ag	0.7	-0.9	-0.5	0.2	-0.8	-1.0
GPR7 antagonist	7	-7	1	-7	-3	-5
MEKK2 WT-MEK5	100	109	74	101	113	103
NALP1 yeast inh	16	3	10	9	-11	-12
PHOSPHO1 inh	45	-4	39	22	3	22
MEKK3 PB1 HTS	96	106	85	103	108	116
V1aR counter	0.4	-0.6	0.6	0.5	0.1	1.1
MEKK2mut PB1 HTS	-3	7	-18	-1	16	-1
GalR3 antagonist	0	-7	-2	-10	-10	-5

7: O=C(CSc1nnc(-c2ccco2)n1Cc1ccccc1)OC1CCCCC1
8: COc1ccc(CC(=O)Nc2ccc(-c3cn4cccc(C)c4n3)cc2)cc1OC
9: O=c1cc(-c2cccc(Br)c2)nc(-c2ccccc2F)o1
10: CCc1nc(C)cn1S(=O)(=O)c1cc(C)c(OC)c(C)c1C
11: COC(=O)c1ccc(OC(=O)c2ccco2)cc1
12: Cc1nc(C(=O)NC2CC2)sc1C1(C)CC(c2ccccc2)=NO1 (configuration not stated)

Assay by compound	7	8	9	10	11	12
OXTR ag	-2.4	-2.1	-0.1	6.1	-1.5	0.0
GPR7 antagonist	6	-1	-2	4	8	nt
MEKK2 WT-MEK5	105	101	102	100	110	101
NALP1 yeast inh	4	16	28	6	13	nt
PHOSPHO1 inh	38	-24	-6	-12	3	30
MEKK3 PB1 HTS	104	104	101	104	108	101
V1aR counter	2.5	-0.6	0.4	3.7	0.2	-0.1
MEKK2mut PB1 HTS	3	2	-1	3	3	7
GalR3 antagonist	-6	-6	0	26*	-4	-8

13: O=C(N/N=C/c1cccc(O)c1)c1ccccc1O
14: CCCc1c(O)c2ccccc2n(-c2ccccc2)c1=O
15: COC(=O)c1ccc(C2CC(=O)Nc3cc(OC)c(OC)c(OC)c32)cc1 (configuration not stated)
16: CCCNC(=O)c1noc2c1CCc1cc(OC)ccc1-2
17: COc1ccc(CN2C(=O)c3cccnc3C2=O)cc1S(=O)(=O)N(C)c1ccc(C)cc1
18: COC(=O)c1[nH]c2cc(OC)c(OC)cc2c1/C=N/Nc1ccccc1

Assay by compound	13	14	15	16	17	18
OXTR ag	0.8	1.8	0.7	2.3	1.1	-1.7
GPR7 antagonist	-4	2	-10	-4	1	-3
MEKK2 WT-MEK5	103	106	96	102	101	114
NALP1 yeast inh	-12	6	8	7	3	7
PHOSPHO1 inh	32	-1	7	-5	34	-135
MEKK3 PB1 HTS	103	102	96	99	99	110
V1aR counter	0.5	1.2	1.7	1.1	4.8	-0.2
MEKK2mut PB1 HTS	10	6	-5	0	-5	7
GalR3 antagonist	9	1	-4	-5	-9	-6

19: COc1ccccc1NC(=O)c1nn(-c2ccc(Cl)cc2)ccc1=O
20: O=C(CSc1nnnn1C1CCCCC1)Nc1ccc2c(c1)OCO2
21: Cc1ccc(C)c(S(=O)(=O)C(C#N)c2nc3ccccc3nc2N2CCOCC2)c1 (configuration not stated)
22: O=C1c2ccccc2C(=O)N1CCOc1ccccc1Br
23: COc1ccc2ccccc2c1C(O)c1nccn1C (configuration not stated)
24: CC(C)C[C@H](NC(=O)c1nc[nH]c1C(=O)N1CCN(C(=O)OC(C)(C)C)CC1)C(=O)OCc1ccccc1

Assay by compound	19	20	21	22	23	24
OXTR ag	-0.4	-0.1	1.6	-1.4	8.6	-2.3
GPR7 antagonist	-17	-6	-9	3	3	-14
MEKK2 WT-MEK5	95	92	101	99	88	105
NALP1 yeast inh	25	6	14	2	-5	-1
PHOSPHO1 inh	14	11	-23	18	-2	-3
MEKK3 PB1 HTS	96	86	96	103	86	100
V1aR counter	-0.5	-0.5	3.5	-0.6	6.3	-0.4
MEKK2mut PB1 HTS	-10	-8	1	3	-4	4
GalR3 antagonist	-1	-3	-4	2	-3	0

Reformatted field by field: part of the list above
20	O=C(CSc1nnnn1C1CCCCC1)Nc1ccc2c(c1)OCO2
  OXTR ag = -0.1 | GPR7 antagonist = -6 | MEKK2 WT-MEK5 = 92 | NALP1 yeast inh = 6 | PHOSPHO1 inh = 11 | MEKK3 PB1 HTS = 86 | V1aR counter = -0.5 | MEKK2mut PB1 HTS = -8 | GalR3 antagonist = -3
21	Cc1ccc(C)c(S(=O)(=O)C(C#N)c2nc3ccccc3nc2N2CCOCC2)c1 (configuration not stated)
  OXTR ag = 1.6 | GPR7 antagonist = -9 | MEKK2 WT-MEK5 = 101 | NALP1 yeast inh = 14 | PHOSPHO1 inh = -23 | MEKK3 PB1 HTS = 96 | V1aR counter = 3.5 | MEKK2mut PB1 HTS = 1 | GalR3 antagonist = -4
22	O=C1c2ccccc2C(=O)N1CCOc1ccccc1Br
  OXTR ag = -1.4 | GPR7 antagonist = 3 | MEKK2 WT-MEK5 = 99 | NALP1 yeast inh = 2 | PHOSPHO1 inh = 18 | MEKK3 PB1 HTS = 103 | V1aR counter = -0.6 | MEKK2mut PB1 HTS = 3 | GalR3 antagonist = 2
23	COc1ccc2ccccc2c1C(O)c1nccn1C (configuration not stated)
  OXTR ag = 8.6 | GPR7 antagonist = 3 | MEKK2 WT-MEK5 = 88 | NALP1 yeast inh = -5 | PHOSPHO1 inh = -2 | MEKK3 PB1 HTS = 86 | V1aR counter = 6.3 | MEKK2mut PB1 HTS = -4 | GalR3 antagonist = -3

Going on with the list:
25: Cc1ccc(N=Cc2ccc(N(C)C)cc2)cc1
26: Cc1c(NC(=O)CSc2ccccc2F)c(=O)n(-c2ccccc2)n1C
27: O=C(Nc1ccc(CN2CCOCC2)cc1)c1ccc(Br)o1
28: COc1ccc(C(=O)CCC(=O)Nc2cc(Cl)c(O)c(Cl)c2)cc1
29: CN(C)CCCN(C(=O)c1ccco1)c1nc2c(F)cccc2s1
30: O=C(O)c1ccc(S(=O)(=O)N(CCc2ccccc2)Cc2ccc(Cl)cc2)cc1

Assay by compound	25	26	27	28	29	30
OXTR ag	0.3	1.0	1.6	-1.8	0.6	8.9
GPR7 antagonist	-1	-10	-6	-4	-9	6
MEKK2 WT-MEK5	101	100	102	111	101	106
NALP1 yeast inh	18	15	14	-24	-5	-4
PHOSPHO1 inh	15	-42	11	20	49	-35
MEKK3 PB1 HTS	99	110	101	107	62*[inhibitor]	106
V1aR counter	0.1	1.2	0.3	-0.1	0.8	6.3
MEKK2mut PB1 HTS	-5	-3	0	1	68*	2
GalR3 antagonist	0	-5	-11	-11	-4	-10

31: O=C(Cc1ccccc1)NNC1=NS(=O)(=O)c2ccccc21
32: O=C(Nc1ccc(F)cc1)N1CCC(c2nc3c(nnn3Cc3cccc(Cl)c3)c(=O)[nH]2)CC1
33: COc1ccc(N2Cc3ccccc3C2=NC(=O)c2cccc([N+](=O)[O-])c2)cc1
34: Cc1ccc(CCNC(=O)CN(c2cc(C)cc(C)c2)S(=O)(=O)c2c(C)noc2C)cc1
35: Cc1c(C)c2ccc(OCC(=O)NCCc3c[nH]c4ccccc34)c(C)c2oc1=O
36: CNC(=S)NNC(=O)c1cccn(Cc2cccc(Cl)c2)c1=O

Assay by compound	31	32	33	34	35	36
OXTR ag	1.3	-0.1	-1.0	-0.9	2.3	0.2
GPR7 antagonist	-12	2	-8	-12	5	-8
MEKK2 WT-MEK5	97	94	114	95	97	101
NALP1 yeast inh	2	2	19	9	3	6
PHOSPHO1 inh	28	16	21	5	23	-114
MEKK3 PB1 HTS	97	94	95	97	101	100
V1aR counter	-0.8	0.4	-0.1	-0.9	1.5	-0.2
MEKK2mut PB1 HTS	-9	0	5	-5	-2	5
GalR3 antagonist	-1	-7	-1	-4	-5	-5

37: Cn1cnnc1SCCOc1ccc(Cl)cc1
38: Cc1ccc(-n2cnc3ncnc(-c4ccccc4)c32)cc1
39: O=[N+]([O-])c1ccc(C(=S)N2CCCC2)cc1
40: Cc1c(/C=N\NC(=O)C2COc3ccc(C(C)(C)C)cc3O2)c2ccccc2n1C (configuration not stated)
41: CC(=O)c1cc2c(cc1NS(=O)(=O)c1ccccc1C)OCO2
42: C=CCNc1cnn(CC(C)=O)c(=O)c1Br

Assay by compound	37	38	39	40	41	42
OXTR ag	0.1	0.9	-0.8	-0.5	0.1	2.3
GPR7 antagonist	1	4	2	-10	-4	-18
MEKK2 WT-MEK5	100	95	81	98	92	104
NALP1 yeast inh	-2	-12	-19	9	3	24
PHOSPHO1 inh	41	38	-129	-6	45	3
MEKK3 PB1 HTS	102	100	75	111	98	104
V1aR counter	-1.0	5.3	-0.2	0.6	0.3	0.7
MEKK2mut PB1 HTS	-6	0	-9	0	-7	1
GalR3 antagonist	3	-2	4	-1	-8	-3

43: c1ccc(CSc2nnc(SCc3ccccn3)s2)nc1
44: CN1CCN(C(=O)c2ccc3c(c2)N(Cc2ccccc2F)C(=O)c2ccccc2S3=O)CC1 (configuration not stated)
45: O=C(Nc1ncc(Cc2ccccc2)s1)C1COc2ccccc2O1 (configuration not stated)
46: O=C(NNC(=O)c1ccccc1OCc1ccc(F)cc1)c1ccccc1O
47: COc1ccc(S(=O)(=O)N(C)C)cc1NC(C)C(=O)Nc1cccc(C#N)c1 (configuration not stated)
48: COc1ccc(-c2ccnc3nc(N4CCOCC4)nn23)cc1

Assay by compound	43	44	45	46	47	48
OXTR ag	0.4	0.1	1.1	nt	0.7	-2.1
GPR7 antagonist	5	-1	8	-13	0	-4
MEKK2 WT-MEK5	105	99	111	92	92	95
NALP1 yeast inh	-12	19	1	10	-1	18
PHOSPHO1 inh	-7	28	30	31	13	37
MEKK3 PB1 HTS	106	101	107	97	95	98
V1aR counter	1.4	0.3	1.7	nt	-0.1	0.1
MEKK2mut PB1 HTS	4	4	6	-7	-2	-3
GalR3 antagonist	-3	nt	1	-2	-5	-4

49: COc1cccc(N2CCN(C(=O)c3ccc(N4C(=O)NC5CC4(C)Oc4ccccc45)cc3)CC2)c1 (configuration not stated)
50: CNC(=O)C(=O)NCCc1ccc(Cl)cc1
51: CC(C)(C)NC(=O)C(c1ccccn1)N(C(=O)c1csnn1)C1CCCC1 (configuration not stated)
52: N#Cc1nc(-c2ccccc2)oc1NCCCn1ccnc1
53: Cc1ccc(C(=O)c2oc3ccccc3c2NC(=O)c2cc(-c3ccccc3O)n[nH]2)cc1

Assay by compound	49	50	51	52	53
OXTR ag	0.9	0.1	0.1	0.7	-0.7
GPR7 antagonist	0	-13	-8	2	-6
MEKK2 WT-MEK5	nt	106	97	93	91
NALP1 yeast inh	17	4	nt	-13	33
PHOSPHO1 inh	-9	40	30	6	6
MEKK3 PB1 HTS	nt	102	103	96	103
V1aR counter	1.7	0.7	0.3	-0.6	1.3
MEKK2mut PB1 HTS	nt	4	-5	-7	-2
GalR3 antagonist	-4	6	-3	-5	-3
